Assay outcomes (PubChem)
aSyn tox rescue: inhibitors of alpha-synuclein toxicity in yeast; S. cerevisiae alpha-synuclein toxicity rescue, BacTiter-Glo growth, 24 h; Potency, µM (doses to about 46.1 µM), inactives show at the top dose growth rescue (activation), hits mostly activators; 94,000 tested, 0.02% active; active means well fitted activation curve with a large enough effect; further: 0% is about no effect
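Growth restoration measured by BacTiter-Glo luminescence after 24 hr at 30 deg C; alpha-synuclein yeast, raffinose-pregrown to mid-log, were added at OD600=0.02 in galactose medium onto pinned compounds.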
* marks the source's active call; other numbers are inactive results; & = joins results of further samples; [ ] = remark or other dose. Potency means the concentration at half of the fitted maximal effect. Only part of the results is shown, so the mix of outcomes need not match the whole.

For Cc1ccc(C(=O)Nn2cnnc2)cc1S(=O)(=O)N1CCOCC1 the results were aSyn tox rescue -4%.
COc1cccc(/C=N/NC(=O)C(=O)NCc2cccnc2)c1OC was read as aSyn tox rescue 5%.
Screening CC(C)CC(=O)N1CCN(C(=O)c2ccco2)CC1 returned aSyn tox rescue -6%.
COc1ccc(CCNC(=O)Cn2c(=O)c3sccc3n(CC(=O)Nc3cccc(C(F)(F)F)c3)c2=O)cc1OC was read as aSyn tox rescue -14%.
Screening COc1ccc(OC)c(CNS(=O)(=O)c2ccc(-c3coc(C)n3)cc2)c1 returned aSyn tox rescue -2%.
Screening O=C1CC(c2ccccc2)Cc2[nH]c(=O)c(C(=O)Nc3cccc(Cl)c3)cc21 (configuration not stated) returned aSyn tox rescue 3%.
`CC(C)c1ccc(/C=C/c2ccc(=O)n(C)n2)cc1` gave aSyn tox rescue 2%.
For CCCN(C(=O)c1nn(-c2ccc(C)cc2)c(=O)c2c1c1ccccc1n2C)c1ccccc1C the results were aSyn tox rescue 0%.
CCCCOc1ccc(NC(=O)Nc2nnc(C)s2)cc1 was read as aSyn tox rescue 2%.
Cc1ccccc1C(=O)OC1OC(=O)C(Cl)=C1N1CCOCC1 (configuration not stated) was read as aSyn tox rescue -4%.
`Oc1c(C(c2ccc(F)cc2)N2CCN(Cc3ccccc3)CC2)sc2nc(-c3ccco3)nn12` (configuration not stated) gave aSyn tox rescue 2%.
`CCN(CC)S(=O)(=O)c1ccc(C)c(NC(=O)CNc2cccc(S(=O)(=O)N3CCOCC3)c2)c1` gave aSyn tox rescue -2%.

Quoted at random: 2 records from the list.
Screening CC(C)CC(=O)N1CCN(C(=O)c2ccco2)CC1 returned aSyn tox rescue -6%.
Cc1ccccc1C(=O)OC1OC(=O)C(Cl)=C1N1CCOCC1 (configuration not stated) was read as aSyn tox rescue -4%.

(further entries)
For O=C(Cn1nnnc1-c1ccccc1F)Nc1ccc(OC(F)(F)F)cc1 the results were aSyn tox rescue 6%.
`CC1=C(C(=O)NCc2ccc(Cl)cc2)C2(CCCCC2)OC1=O` gave aSyn tox rescue 3%.
For COC(=O)C1=C(C)NC(C)=C(C(=O)OC)C1c1ccc(-c2cc(Cl)ccc2Cl)o1 the results were aSyn tox rescue 10%.
`COc1ccc(-c2nc3ccccc3s2)cc1NC(=O)c1cc2ccccc2o1` gave aSyn tox rescue 0%.
For O=C(COC(=O)c1ccc(O)cc1O)c1ccc(Cl)cc1 the results were aSyn tox rescue -1%.
For COc1ccc(C2=NS(=O)(=O)N(C)C(C(=O)N3CCCCC3)=C2)cc1OC the results were aSyn tox rescue -4%.
For Cc1ccc(C2CCN(C(=O)Nc3ccc(Cl)c(Cl)c3)C2)cc1 (configuration not stated) the results were aSyn tox rescue 2%.
`O=C(OCc1cn([C@@H]2C[C@H](c3ccc(Cl)cc3)N(C(=O)C3CCCCC3)C[C@H]2O)nn1)c1ccccc1` gave aSyn tox rescue 4%.
For COc1ccccc1CCNC(=O)c1cc2ccccn2n1 the results were aSyn tox rescue -1%.
`CCc1nnc(SCc2nc(-c3ccc(OC)c(OC)c3)oc2C)c2cc3sc(C)cc3n12` gave aSyn tox rescue -6%.
For Cc1cc(C)cc(Oc2nc3ccccn3c(=O)c2/C=C(\C#N)c2nc3ccccc3s2)c1 the results were aSyn tox rescue -2%.
For CCN1CCN(c2cc(C)c3cc(NC(=S)N4CCCCC4)ccc3n2)CC1 the results were aSyn tox rescue 1%.
Screening COc1cc(-c2noc(-c3cc4cc(F)ccc4oc3=O)n2)cc(OC)c1OC returned aSyn tox rescue -4%.
Screening CC(OC(=O)C1=COCCO1)C(=O)NC1CCCCC1 (configuration not stated) returned aSyn tox rescue -5%.
Screening CC(C)Cn1cc(NC(=O)N2CCN(c3cccc(Cl)c3)CC2)c2ccccc2c1=O returned aSyn tox rescue -1%.
`COc1ccccc1NC(=O)C[n+]1ccccc1` gave aSyn tox rescue 1%.
For CCOc1ccc(NC(=O)CSc2nc3ccccc3nc2N2CCOCC2)cc1 the results were aSyn tox rescue 3%&3%.
O=C(CN1C(=O)c2ccccc2C1=O)OCC(=O)c1ccccc1 was read as aSyn tox rescue 2%.
Screening COc1ccc(CNC(=O)CCc2c(C)c3cc4c(C)coc4c(C)c3oc2=O)cc1OC returned aSyn tox rescue 0%.
O=C(O)c1cc2ccccc2cc1Nc1ccccc1 was read as aSyn tox rescue -3%.
Screening COc1cc(CC2COC(=O)C2(O)Cc2ccc(O)c(OC)c2)ccc1O (configuration not stated) returned aSyn tox rescue -1%.
For COc1ccc(NC(=O)c2scc(S(=O)(=O)C(C)C)c2N)cc1 the results were aSyn tox rescue -4%.
Screening COc1cccc(CNC(=O)CCCn2nc(C)n3c(cc4sccc43)c2=O)c1 returned aSyn tox rescue 7%.
For COc1ccc(CCNC(=O)CCc2c(C)nc3c(-c4ccc(F)cc4)c(C)nn3c2C)cc1OC the results were aSyn tox rescue -7%.
For COCCCNC(=O)c1c(NC(=O)Cc2coc3c(C)c(C)ccc23)sc2c1CCCC2 the results were aSyn tox rescue -55%[inhibitor].
`Cc1c(C(=O)NCCc2ccccc2)cccc1-n1cnc2cccnc21` gave aSyn tox rescue 7%.
Cc1ccc(-c2nc3sc(CCNC(=O)c4ccc(F)c(F)c4)c(C)n3n2)cc1 was read as aSyn tox rescue -5%.
CC(=O)N1c2ccc(S(=O)(=O)NCCC(=O)Nc3ccc(Br)c(C)c3)cc2CC1C (configuration not stated) was read as aSyn tox rescue 2%.
`COc1ccc(S(=O)(=O)Nc2ccc(C(N)=O)cc2)cc1C(=O)N1CCCCCC1` gave aSyn tox rescue 3%.
For Cc1ccc(S(=O)(=O)N(C)C)cc1NC(=O)C1CCCCC1 the results were aSyn tox rescue -5%.
CCOC(=O)C1CCCN(CC(=O)N2CCCc3c2c(=O)oc2ccc(OCc4ccccc4)cc32)C1 (configuration not stated) was read as aSyn tox rescue -12%.
`CC(C)CNC(=O)c1ccccc1SCC(=O)NC12CC3CC(CC(C3)C1)C2` gave aSyn tox rescue 2%.
Screening Cc1nnc(NC(=O)CCS(=O)(=O)c2ccccc2)s1 returned aSyn tox rescue 2%.
`N#C/C(=C\c1ccc(N2CCOCC2)o1)C(=O)NC1CCCCC1` gave aSyn tox rescue 3%.
Screening Cc1cc(C(=O)Nc2cccc(C(F)(F)F)c2)c2c(C)nn(-c3cccc(F)c3)c2n1 returned aSyn tox rescue -11%.
CCN(CCCNC(=O)c1cc2c(=O)[nH]c3ccc(C)cc3c2s1)Cc1ccccc1 was read as aSyn tox rescue 3%.

Gathered by group: the compounds so far containing fluorine
COc1ccc(CCNC(=O)Cn2c(=O)c3sccc3n(CC(=O)Nc3cccc(C(F)(F)F)c3)c2=O)cc1OC was read as aSyn tox rescue -14%.
`Oc1c(C(c2ccc(F)cc2)N2CCN(Cc3ccccc3)CC2)sc2nc(-c3ccco3)nn12` (configuration not stated) gave aSyn tox rescue 2%.
For O=C(Cn1nnnc1-c1ccccc1F)Nc1ccc(OC(F)(F)F)cc1 the results were aSyn tox rescue 6%.
Screening COc1cc(-c2noc(-c3cc4cc(F)ccc4oc3=O)n2)cc(OC)c1OC returned aSyn tox rescue -4%.
For COc1ccc(CCNC(=O)CCc2c(C)nc3c(-c4ccc(F)cc4)c(C)nn3c2C)cc1OC the results were aSyn tox rescue -7%.
Cc1ccc(-c2nc3sc(CCNC(=O)c4ccc(F)c(F)c4)c(C)n3n2)cc1 was read as aSyn tox rescue -5%.
Screening Cc1cc(C(=O)Nc2cccc(C(F)(F)F)c2)c2c(C)nn(-c3cccc(F)c3)c2n1 returned aSyn tox rescue -11%.

Other records follow.
COc1ccccc1CNC(=O)COC(=O)COc1ccccc1Cc1ccccc1 was read as aSyn tox rescue 8%.
CCn1nc(-c2ccccc2)c(-c2ccccc2)c(C(=O)Nc2ccc(S(N)(=O)=O)cc2)c1=O was read as aSyn tox rescue -2%.
CCOc1ccc(C2C(=O)N(C3CCCCCC3)CC(=O)N2Cc2ccc(F)cc2)cc1OC (configuration not stated) was read as aSyn tox rescue -6%.
Screening COc1ccc(Cn2c(SCc3ccc(C(=O)NCc4cccs4)cc3)nc3ccncc32)cc1 returned aSyn tox rescue -11%.
`O=C(NCc1ccc(F)cc1)C(=O)NCC1OCCN1S(=O)(=O)c1ccc2c(c1)OCCO2` (configuration not stated) gave aSyn tox rescue 5%.
`CC(=O)c1ccc(NC(=O)c2cc3c(=O)oc4ccc(C)cc4c3s2)cc1` gave aSyn tox rescue -3%.
Screening COc1cc(OC)cc(C(=O)Nc2nnc3n2CCS3)c1 returned aSyn tox rescue -6%.
CC(=O)c1ccc(N2CCN(c3ncnc4c3nc3n4CCCC3)CC2)cc1 was read as aSyn tox rescue 3%.
For O=C(COC(=O)C1C2CC3OC(=O)C1C3C2)Nc1ccc(Cl)cc1 (configuration not stated) the results were aSyn tox rescue -18%.
For O=C(CSc1nnc(-c2ccccc2F)o1)N1CCc2ccccc21 the results were aSyn tox rescue 3%.
For O=C(CCNS(=O)(=O)c1ccccc1)OCc1nc2ccsc2c(=O)[nH]1 the results were aSyn tox rescue -9%.
`CCCCCOC(=O)Nc1ccc(S(=O)(=O)Nc2cccc([N+](=O)[O-])c2)cc1` gave aSyn tox rescue -3%.
Cc1nc2c3ccccc3nc(NNC(=O)CCC(=O)O)n2n1 was read as aSyn tox rescue -3%.
`O=C(c1cc([N+](=O)[O-])ccc1N1CCOCC1)N1CCN(S(=O)(=O)c2ccc(F)cc2)CC1` gave aSyn tox rescue 2%.
CC1Cn2cc(C(=O)Nc3cccc(C(F)(F)F)c3)c(=O)c3c(Cl)ccc(c32)O1 (configuration not stated) was read as aSyn tox rescue -10%.
COc1ccccc1NC(=O)C(C)OC(=O)c1ccc(-n2cnnn2)cc1 (configuration not stated) was read as aSyn tox rescue 9%.
For O=C(CSc1nc2sc3c(c2c(=O)[nH]1)CCC3)NCCO the results were aSyn tox rescue 10%.
`CSc1ccccc1NC(=O)Cn1nc([N+](=O)[O-])c(Cl)c1C` gave aSyn tox rescue -12%.
NC(=O)Cn1c(=O)n(CCCCCC(=O)NCc2ccc3c(c2)OCO3)c(=O)c2sccc21 was read as aSyn tox rescue -5%.
`Fc1ccccc1-c1nc(NC2CCCC2)c2ccccc2n1` gave aSyn tox rescue -5%.
O=C(COc1ccc2ccccc2c1)Nc1nnc(-c2ccco2)s1 was read as aSyn tox rescue -1%.
CCNC(=O)c1c(NC(=O)COc2ccc(F)cc2)sc2c1CCCC2 was read as aSyn tox rescue 2%.
`CCC1CCc2nc3sc(C(=O)Nc4cccc(C(F)(F)F)c4)c(N)c3cc2C1` (configuration not stated) gave aSyn tox rescue -8%.
Screening CCOc1ccc(NC(=O)C2CCC(CNc3c(N4CCC(C)CC4)c(=O)c3=O)CC2)cc1 (configuration not stated) returned aSyn tox rescue -4%.
`CCOc1ccc(N(CC)S(=O)(=O)N2CCCC(C(=O)NCCc3ccc(OC)cc3)C2)cc1` (configuration not stated) gave aSyn tox rescue -4%.
`Cc1cccc(NC(=O)CN2C(=O)C(c3ccc(F)cc3)=NC23CCCCCC3)c1` gave aSyn tox rescue 0%.
COc1cc2oc(=O)c(CC(=O)NCCc3ccccc3)c(C)c2cc1Cl was read as aSyn tox rescue 0%.
Cc1ccc(CNC(=O)c2ccc3oc(=O)n(Cc4ccccc4)c3c2)cc1 was read as aSyn tox rescue -1%.
Screening Cc1ccc(CNC(=O)c2cn(C)c3ccc(S(=O)(=O)N4CCOCC4)cc3c2=O)cc1 returned aSyn tox rescue -3%.
`Clc1ccccc1-c1ncc2ccccn12` gave aSyn tox rescue 9%.
For CCn1c(SCc2ccccc2C)nc(=O)c2c(C(=O)OC)cc(C3CC3)nc21 the results were aSyn tox rescue -15%.
For O=C(O)c1c2c(nc3ccccc13)/C(=C/c1c(F)cccc1F)CCC2 the results were aSyn tox rescue -5%.
For Cc1nnc(SCC(=O)Nc2c(Cl)cccc2Cl)n(N)c1=O the results were aSyn tox rescue 2%.
Screening Cc1cc(C)cc(C(=O)NCCc2csc(-c3ccc(C(F)(F)F)cc3)n2)c1 returned aSyn tox rescue -6%.
Screening Cc1cc(C(=O)COC(=O)[C@H](C)NC(=O)c2ccco2)c(C)n1Cc1ccco1 returned aSyn tox rescue -9%.
O=C(CCn1c(=O)oc2ccccc21)NCCN1CCOCC1 was read as aSyn tox rescue 5%.
For COC(=O)c1sc(SC)c(S(=O)(=O)C(C)C)c1N/N=C(\C#N)C(=O)c1ccccc1 the results were aSyn tox rescue -7%.
Screening O=C(c1cccc(-c2ccc(O)cc2)c1)N1CCN(c2ccc(F)cc2)CC1 returned aSyn tox rescue 3%.
CCc1ccc(NC(=O)C(=O)NCC(c2cccnc2)N2CCN(c3ccc(F)cc3)CC2)cc1 (configuration not stated) was read as aSyn tox rescue 0%.
For Cc1ccc(C)c(NC(=O)c2ccc(S(=O)(=O)C(F)F)cc2)c1 the results were aSyn tox rescue 4%.
Cc1ccc(NC(=O)Nc2nnc(N(C)C3CCCCC3)s2)c(Cl)c1 was read as aSyn tox rescue -12%.
O=C(Nc1nnc(S(=O)(=O)N2CCCCCC2)s1)c1ccccc1Cl was read as aSyn tox rescue -19%.
`COc1ccc(CNC(=O)CCS(=O)(=O)c2cc3c4c(c2)CCN4C(=O)CC3)cc1OC` gave aSyn tox rescue 1%.
`CN(C)c1ccc(CNC(=O)Cn2ccc3cc(S(=O)(=O)N4CCCCCC4)ccc32)cc1` gave aSyn tox rescue -10%.

A draw from above in order of number of heavy atoms, lowest first.
For COc1ccccc1CCNC(=O)c1cc2ccccn2n1 the results were aSyn tox rescue -1%.
For O=C(Cn1nnnc1-c1ccccc1F)Nc1ccc(OC(F)(F)F)cc1 the results were aSyn tox rescue 6%.
`Oc1c(C(c2ccc(F)cc2)N2CCN(Cc3ccccc3)CC2)sc2nc(-c3ccco3)nn12` (configuration not stated) gave aSyn tox rescue 2%.
